Screens deposited in PubChem by several laboratories.
KLK5 inh: kallikrein 5 (human) inhibition | recombinant hK5, fluorogenic AMC substrate cleavage | hit rate 0.59% among 210,000 | inhibition, % at 5 µM;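 active = inhibition of 40% or more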;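 also: 0% = enzyme controls without compound and 100% = no-enzyme blanks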
Wee1 stabilizer: inhibitors of human Wee1 degradation; P30291; HeLa Luc-Wee1K328M stability, luciferase luminescence; 100% = proteasome inhibitor MG132 effect; reporter increase, % at 5 µM; hit rate 1.2% among 220,000; AID 1321;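 active = activation above the mean of all tested compounds plus 3 SD, set per screening run, cut at about 8.8% in these data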;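 also: cells exposed to compound for 20 h before luminescence read; 0% = DMSO alone and 100% = MG132 at 30 µM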
p97 inhibitor: blocks human p97 ATPase activity; P55072; AID 1481; inhibition, % at 8 µM; hit rate 0.42% among 220,000; recombinant p97 ATPase, Kinase-Glo ATP luminescence, 3 h; in the data active = inhibition above about 15%;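 also: 0% = DMSO vehicle and 100% = wells lacking enzyme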
eIF4E-4G inh: blocks eIF4E binding to eIF4G | TR-FRET eIF4E-eIF4GI(517-606) binding, 2 h | inhibition, % at 21.7 µM | hit rate 0.37% among 220,000 | AID 782;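 active = inhibition above about 30%, limit read from the data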;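 also: 0% = full FRET control wells and 100% = background wells lacking eIF4GI fragment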
FXIa inh: inhibitors of human coagulation factor XIa; AID 798; hit rate 0.14% among 220,000; P03951; purified FXIa, Boc-Glu-Ala-Arg-AMC fluorogenic substrate; inhibition, % at 5 µM;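 active = inhibition of at least 40%; inactive = inhibition below 40%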;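 also: fluorescence of freed AMC excited at 355 nm; 0% = enzyme without compound and 100% = no enzyme blank; many of its hits are not listed in these tables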
FXIIa inh: factor XIIa (human) inhibition; purified FXIIa, Boc-QGR-AMC fluorogenic substrate, 2 h; inhibition, % at 5 µM; hit rate 0.3% among 220,000; in the data active = inhibition above about 40%;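 also: 0% = enzyme with no compound and 100% = blank without enzyme; many of its hits are not listed in these tables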
Mdm2 ligase inh: blocks human Mdm2 ubiquitin ligase activity; Q00987; signal enhancement, % at 5 µM; cell-based MDM2 ubiquitination luciferase reporter, 2 h; 0 = plate control, 100 = twice control, blank-subtracted; AID 1230; hit rate 0.11% among 210,000;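 active = signal enhancement of 30% or more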;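 also: luminescence tracks abundance of the self-degrading MDM2-luciferase fusion protein; higher signal means inhibition of MDM2 E3 ligase activity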
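system = mammalian cells stably expressing self-ubiquitinating, self-degrading MDM2 E3–luciferase fusion | quantity = 2000 cells per well seeded | incubation = 4 h cell settling then 2 h compound exposure, 37 °C | signal = SteadyLite luminescence, 15 min reagent step | benchmarks = plate control and blank wells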
14-3-3 Bad PPI: disrupts binding of bovine 14-3-3 zeta to phospho-Bad peptide | P63103 | TR-FRET 14-3-3zeta/Dy647-pBad peptide displacement, 1 h | inhibition, % at 21.7 µM | hit rate 0.71% among 220,000 | AID 781;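 active = inhibition above about 70%, limit read from the data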;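 also: 0% = full 14-3-3 plus peptide FRET controls and 100% = background without 14-3-3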
Rad51 HR inh: blocks human Rad51 in homologous recombination; Q06609; hRad51 DNA strand exchange, fluorescence dequenching; inhibition, % at 10 µM; hit rate 0.085% among 200,000; AID 1385;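 active = inhibition above 40% at the single screening dose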;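 also: 0% = DMSO control wells and 100% = blanks with heterologous ssDNA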
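Test system: preformed human Rad51 ssDNA filaments. Compound dosing: single dose, 10 µM final compound. Incubation: filaments 15 min 37 °C, then compound 30 min. Technique: FRET fluorescence dequenching, excitation 485 nm, emission 520 nm. Read-out basis: percent inhibition from fluorescence, normalised to plate control and blank means. Benchmarks: plate controls and plate blanks.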
Starred values were filed as active, the others as inactive; x = not tested or not shown; [ ] = another dose, or the depositor's remark.

SMILES	KLK5 inh	Wee1 stabilizer	p97 inhibitor	eIF4E-4G inh	FXIa inh	FXIIa inh	Mdm2 ligase inh	14-3-3 Bad PPI	Rad51 HR inh
COc1ccc(OC)c(Nc2nc3nonc3nc2N2CCCCC2)c1	-24	0	3	-12	-12	2	-6	27	x
Cn1c(=O)c2c(ncn2CCC(=O)N/N=C/c2ccncc2)n(C)c1=O	-4	-2	4	-6	-4	5	-5	-19	-10
COCCN(C(=O)C1CCC1)c1nnc(-c2cccnc2)s1	4	0	0	3	2	15	-7	0[fluorescence artefact?]	-5
N#C/C(=C\c1ccc([N+](=O)[O-])cc1)C(=O)NCCCn1ccnc1	1	1	2	-8	-5	-1	x	-3	23
Cc1cc(C)n(C(=O)/C(C#N)=C/N(C)C)n1	0	2	3	-2	4	9	16	-3	7
Cc1ccc(-n2ncc3c2ncn2nc(-c4ccco4)nc32)c(C)c1	37	0	-7	-5[fluorescence artefact?]	3	14	-14	-4[fluorescence artefact?]	-7
COC(=O)Cc1nc(Nc2ccccc2)sc1C	5	-2	20*	-1	-1	8	-15	3	-4
COc1ccc(C(C)(C)C)cc1NC(=O)c1ccoc1C	-1	0	1	4[fluorescence artefact?]	3	6	5	-3	-3
CCOC(=O)c1cnc(-c2ccccc2)nc1C(F)(F)F	0	2	3	4	-8	8	-27	-9	24
CCN(C(=O)Cn1nc(C(=O)O)c2ccccc2c1=O)C1CCCCC1	19	7	-7	1	12	18	-8	1	-9
Cc1nonc1C(=O)N/N=C/c1ccncc1	-4	4	3	-5	6	5	-12	-16	8
CC(Sc1nnc(Cc2ccc3c(c2)OCO3)o1)C(N)=O (stereo not drawn)	1	2	2	0	-1	9	-17	-2	8

Just Rad51 HR inh, eIF4E-4G inh and KLK5 inh (3 entries from above):
canonical_smiles,Rad51 HR inh,eIF4E-4G inh,KLK5 inh
Cc1ccc(-n2ncc3c2ncn2nc(-c4ccco4)nc32)c(C)c1,-7,-5[fluorescence artefact?],37
COC(=O)Cc1nc(Nc2ccccc2)sc1C,-4,-1,5
COc1ccc(C(C)(C)C)cc1NC(=O)c1ccoc1C,-3,4[fluorescence artefact?],-1

(next part)
SMILES	KLK5 inh	Wee1 stabilizer	p97 inhibitor	eIF4E-4G inh	FXIa inh	FXIIa inh	Mdm2 ligase inh	14-3-3 Bad PPI	Rad51 HR inh
CCc1ccc(NC(=O)C(C)Oc2nnc(-c3cccs3)c(-c3cccs3)n2)cc1 (stereo not drawn)	-1	-2	4	-7	4	10	-13	-15[fluorescence artefact?]	10
CCOC(=O)CSc1nnc(Cn2nnc(-c3ccccc3)n2)n1CC	-15	-1	-1	0	-6	7	-29	-8	-5
C/C(=N/OC(=O)c1cccc(C(F)(F)F)c1)c1cnccn1	-26	-2	-1	1	-6	-2	-20	3	2
COc1nccnc1NS(=O)(=O)c1ccc(NC(=S)NC(=O)/C=C/c2ccccc2)cc1	-13	1	4	-2[fluorescence artefact?]	-4	-2	-15	-10	-2
COc1cc(C(=O)Nc2ccc(S(=O)(=O)N(C)c3ccccc3)cc2)cc(OC)c1OC	-16	-2	0	16	-2	-3	-2	-2[fluorescence artefact?]	-12
O=[N+]([O-])c1ccc(OCC(O)CN(CCO)CCO)cc1 (stereo not drawn)	-25	1	6	-2[fluorescence artefact?]	5	15	-5	-4[fluorescence artefact?]	-7
O=c1sc(/C=N/Nc2ccccc2)c(Cl)n1Cc1ccccc1	13	-2	-5	1	-11	-9	-7	-7	-1
Cc1ccc2oc(=O)c3cc(C(=O)N4CCN(C)CC4)sc3c2c1	1	-2	8	1	0	3	0	4	-12
Cc1nc2ncnn2c(N2CCC(C(=O)NC3CCCC3)CC2)c1Cc1ccccc1	-18	0	0	8	5	1	-9	-4[fluorescence artefact?]	3
CC1Cc2ccccc2N1CC(=O)Nc1cccc(S(N)(=O)=O)c1 (stereo not drawn)	-4	-1	5	-2	-9	2	-9	-8	0
Cn1nccc1C(=O)N1CCc2c([nH]c3ccccc23)C1c1ccc(F)cc1 (stereo not drawn)	-3	-4	4	5	-3	7	4	-10	4
CS(=O)(=O)N1CCN(C(=O)c2cc(-c3cccnc3)nc3ccc(Br)cc23)CC1	x	-1	1	0	-1	11	-20	2	x
CC1CCCCN1C(=O)CSc1nnc(-c2cccnc2)n1C1CCCCC1 (stereo not drawn)	9	-2	-5	-3	10	14	-16	3	2
CCOC(=O)c1c(C)n(C)c2ccc(O)c(CN3CCN(C)CC3)c12	-12	1	1	2	5	18	2	-28	7
COC(=O)c1ccc(NC(=O)c2snnc2-c2ccccc2)cc1	-22	2	4	-1	-6	-4	-31	4	3
COCC(C)n1c(C)cc(C(=O)COC(=O)c2ccc(N3CCCC3=O)cc2)c1C (stereo not drawn)	-10	-2	-6	-7	1	10	-18	-11	1
NC(=O)c1ccc(NS(=O)(=O)c2ccccc2F)cc1	0	-3	3	1[fluorescence artefact?]	-3	1	3	-5[fluorescence artefact?]	-4
COc1cc(/C=C/c2nc(N)nc(-c3ccccc3O)n2)cc(OC)c1OC	-3	0	4	-1	4	9	-8	6	9
Cc1ccc(/C=C/C(=O)N2CC(C)CC(C)C2)o1 (stereo not drawn)	-19	-1	-3	7	-3	3	-13	-9	10
O=C(NCC1CCCO1)C(c1ccncc1)N(Cc1ccc(F)cc1)C(=O)CN1C(=O)c2ccccc2S1(=O)=O (stereo not drawn)	-10	4	1	0[fluorescence artefact?]	6	9	9	13	x
COC(=O)c1cc(=O)n(Cc2ccc3c(c2)OCO3)c(=Nc2ccccc2)s1	-14	-1	1	2	15	24	-15	-9	1
O=C(NCc1ccc(F)cc1)Nc1cccc(Cl)c1	-10	-1	-5	0	-2	4	-6	-6	1
O=C(Nc1cccc(NC(=O)c2cccnc2Cl)c1)c1ccco1	2	-2	3	8	22	31	-19	0	4
O=C(CN1CCN(c2ccccc2)CC1)N/N=C/c1cccc(F)c1	-22	-1	0	16	3	0	11	-10	18
CC(=O)Nc1ccc2nc(C3CCCCC3)[nH]c2c1	3	-1	1	4	-4	11	-7	1	7
O=C(CCSc1ccc(Cl)cc1)NN=C1CCCCCC1	-2	4	2	-1	-2	11	-6	-12	-11
COc1ccc(-c2n[nH]c(=S)n2/N=C/C=C\c2ccccc2OC)cc1	-41	4	6	2[fluorescence artefact?]	25	23	-25	22[fluorescence artefact?]	2
COCC(=O)N(c1ccccc1)C(C)C(=O)OC (stereo not drawn)	4	-1	-7	2	3	11	-16	9	3
Cc1ccc(-n2ncc3c(NCCCOC(C)C)ncnc32)c(C)c1	-6	-2	-3	0	0	14	-4	-12	3
O=C(Cn1nc(C(=O)O)c2ccccc2c1=O)Nc1ccc2c(c1)C(=O)c1ccccc1C2=O	-7	2	10	-5	5	4	-7	80*	10
CCn1cc(C(=O)NCc2ccco2)c(=O)c2cc(S(=O)(=O)N3CCc4ccccc4C3)ccc21	-6	-2	2	-10[fluorescence artefact?]	-6	14	2	5[fluorescence artefact?]	0
O=S(=O)(NCc1ccco1)c1ccccc1Br	-3	x	x	-4	-3	7	19	-5	-2
C#CCNC(=O)C1=C[C@H](c2csc3ccccc23)[C@@H](CCCO)[C@H](OCC)O1	-3	-1	-1	1	-2	4	x	2	7
Cc1n[nH]c(C)c1C(=O)CC1(O)C(=O)N(CCc2ccccc2)c2ccc(Br)cc21 (stereo not drawn)	-7	-1	-2	2	8	16	-1	-6	x
CCN(CC)C(=O)COc1ccc(/C(C)=N/NC(=O)c2ccccc2Br)cc1	3	-3	0	0	1	12	-8	-9	-8
Cc1cccc2sc(NNC(=O)c3ccc(S(=O)(=O)N4CCCC(C)C4)cc3)nc12 (stereo not drawn)	-26	-1	4	-1[fluorescence artefact?]	7	13	x	-10	x
O=C(CCN1CCCCC1c1cccnc1)NCc1ccccc1 (stereo not drawn)	-18	-2	2	6	2	3	-14	-10	x
C=CCN1C(c2cccc(C(F)(F)F)c2)=CS/C1=C(/C#N)c1nnc(N2CCOCC2)n1-c1ccccc1	-15	-1	-5	6	-6	2	3	22[fluorescence artefact?]	x
CC1(C)C(c2ccccn2)=[N+]([O-])C(C)(C)N1O	-4	-3	5	-3	-1	2	-8	7	1
CCn1c2ccccc2c2cc(/C=N/NC(=O)c3ccccc3)ccc21	-1	-3	2	2[fluorescence artefact?]	-4	3	10	0	-4
COc1ccc(-n2c(C)nc3cc(C(=O)O)ccc32)cc1	-24	2	2	2	2	4	-4	12	9
CC(=O)c1ccc(NC(=O)Cn2c3ccccc3c3nc(=O)cc(C)n32)cc1	6	1	8	0	4	4	-6	0	x
CCOC(=O)c1ccccc1NC(=O)c1ccc2nccnc2c1	-13	2	3	22	-4	-3	-12	7	-6
COc1cc(/C=C2/SC(=O)N(Cc3ccccc3Cl)C2=O)ccc1OCc1ccncc1	12	0	6	-3	-15	-12	-12	3[fluorescence artefact?]	-3
NC(CO)c1cn([C@@H](CCC(=O)O)C(=O)N2CCNCC2)nn1 (stereo partly drawn)	2	0	4	0	0	6	x	2	-7
COc1ccc(C(=O)NNC(=O)CNC(=O)C2CCCCC2)cc1	2	3	2	-2	2	5	2	-5	x
CCCCCNC(=O)C(C#N)c1nc2ccccc2nc1N1CCCC1 (stereo not drawn)	-18	0	-2	-3[fluorescence artefact?]	15	17	-7	-19	-141
CCCc1cc(=O)[nH]c(SCC(=O)Nc2cc3c(cc2C(C)=O)OCO3)n1	-8	-2	-1	-5	3	-9	20	-6	2
O=C(CSc1nnc(SCc2ccccc2)s1)NNC(=S)Nc1ccccc1	-91	-1	3	2[fluorescence artefact?]	2	7	3	-6	-13
NC1=NC[C@H](c2ccccc2)N1CCc1cccc(F)c1	1	x	x	-2	2	10	-13	-6	10
Cc1cc(C(=O)N2CCN(C(=O)c3ccco3)CC2)ccc1[N+](=O)[O-]	-5	-3	0	4	-5	2	-14	0	-2
Cc1nn(CC(=O)NCCc2ccc(Cl)cc2)c(C)c1[N+](=O)[O-]	-2	-1	-2	-5	4	16	-24	-5	10
CCOc1ccccc1-c1n[nH]c(=S)o1	-4	-1	-2	0	3	18	-54	2	-1
CCN(CC)C(=O)CN(c1cccc([N+](=O)[O-])c1)S(=O)(=O)c1ccccc1	-4	-1	-4	0	-6	5	-2	0	-3
COc1ccccc1OCC(=O)NCCCn1ccnc1	3	-6	8	-1	-2	7	0	-12	-11
Cc1ccc2c(c1C)OC(=O)CC2(C)C	-10	-1	2	5	-3	1	-6	-1	x
Cc1ccc(C(=O)N2CCN(S(=O)(=O)N3CCOCC3)CC2)cc1	x	2	-3	0	8	11	5	2	21
O=C(Oc1ccccc1)c1ccc(-n2cnnn2)cc1	-21	0	-6	-6	-6	10	-10	6	-7
Cc1cc(NC(=O)CCC(=O)N(CCC(C)C)CC(=O)NCC2CCCO2)no1 (stereo not drawn)	6	-2	-1	-4	6	11	0	0	2
N#Cc1c(Cn2cncn2)nc(=O)n(-c2ccccc2)c1N	-1	2	4	2	1	10	-3	-6	-172
C=CCn1c(SCc2ccc(OC)cc2)nnc1-c1cccnc1	50*	-2	1	3	3	8	-13	50	4
